Assay outcomes: PubChem, National Center for Advancing Translational Sciences (NCATS)
IDH1 R132H inh – qHTS for Inhibitors of mutant isocitrate dehydrogenase 1 (IDH1): qHTS; IDH1-R132H enzyme, NADPH consumption, diaphorase/resazurin fluorescence; Potency, µM (titrated, usually from 76.6 µM), inactives show at the highest dose activity change, negative = inhibition, hits mostly inhibitors; actives 0.093% (n = 390,000); AID 602179, 2012; note: potency is the fitted concentration of half-maximal effect; % is set by controls: 0 for no effect and ±100 for the full control effect; nearly all actives have a fitted effect of over 65% in size
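IDH1-R132H (0.5 ug/mL) preincubated 30 min with compound, then NADPH (0.016 mM) and alpha-KG (2 mM) added; 80 min at RT, pH 7.5. Remaining NADPH coupled via diaphorase/resazurin to fluorescence (540/590 nm); concentration-response curves normalized to no-enzyme control.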
TrxR1 substrate – qHTS Assay for Substrates of Mammalian Selenoprotein Thioredoxin Reductase 1 (TrxR1): qHTS; purified TrxR1 substrate turnover, NADPH consumption readout; actives 0.01% (n = 390,000); Potency, µM (doses to about 114 µM), without a hit: at the highest dose activity change, negative = substrate turnover; note: potency is the fitted concentration of half-maximal effect; % is set by controls: 0 for no effect and ±100 for the full control effect; nearly all actives have a fitted effect of over 50% in size
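Rat TrxR1, dispensed at 90 nM, was prereduced with 400 uM NADPH (final) for 5 min at ~22 deg C, then incubated with compound 15 min before 400 uM selenite. A first-read NADPH fluorescence drop versus no-compound background flagged substrates.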
Pin1 inhibitor – qHTS Assay to Find Inhibitors of Pin1; Potency, µM (top dose mostly 115 µM), for inactives: at the highest dose activity, negative = inhibition, usual class: inhibitors; AID 504891, 2011; actives 0.009% (n = 390,000); Peptidyl-prolyl cis-trans isomerase NIMA-interacting 1 (Homo sapiens), Q13526; Pin1 FP peptide displacement, HiFluor488, 10 min; active = well fitted inhibition curve with a large enough effect in the polarisation, with a control signal flat, not every such curve was filed as active; inconclusive = small, poorly fitted or top-dose-only effect, or effect the other way, or a change in a side signal; inactive = no such curve, though single readings can be large or run the other way; the % refers to the polarisation; note: potency is the fitted concentration of half-maximal effect; % is set by controls: 0 for no effect and ±100 for the full control effect
Target sequence (Q13526 whole entry, looked up): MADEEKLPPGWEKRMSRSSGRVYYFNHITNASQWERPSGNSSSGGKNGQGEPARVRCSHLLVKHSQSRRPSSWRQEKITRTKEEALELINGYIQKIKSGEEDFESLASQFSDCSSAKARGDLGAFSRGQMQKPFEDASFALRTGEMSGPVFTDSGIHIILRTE
PI4K2A inh – qHTS for small molecular inhibitors of PI4K2A. purified PI4K2A, ADP-Glo luminescence, 1 h; hits give low values. actives 0.13% (n = 420,000). activity change, negative = inhibition, % at 76.9 µM; in the data active = activity change below about -50%; inconclusive = mostly about -30% to -49%;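 note: -100% = wells without enzyme as full effect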
Target sequence (Q9BTU6 whole entry, looked up): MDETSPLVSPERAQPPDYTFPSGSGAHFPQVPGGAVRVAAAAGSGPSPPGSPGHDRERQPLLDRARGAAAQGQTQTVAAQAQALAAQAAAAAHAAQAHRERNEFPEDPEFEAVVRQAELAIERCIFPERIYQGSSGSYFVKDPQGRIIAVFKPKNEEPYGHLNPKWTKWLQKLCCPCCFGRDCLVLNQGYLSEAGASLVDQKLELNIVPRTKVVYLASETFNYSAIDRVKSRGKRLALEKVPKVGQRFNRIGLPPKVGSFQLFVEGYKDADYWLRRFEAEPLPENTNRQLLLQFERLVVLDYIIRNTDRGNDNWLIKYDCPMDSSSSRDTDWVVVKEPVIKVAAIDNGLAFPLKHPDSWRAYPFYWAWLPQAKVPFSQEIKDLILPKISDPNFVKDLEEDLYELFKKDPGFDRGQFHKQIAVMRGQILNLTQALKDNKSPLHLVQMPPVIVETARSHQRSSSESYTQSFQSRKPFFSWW
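In this quantitative HTS, ADP production by PI4K2A was quantified luminescently after 1 h at ambient temperature; 100 microM adenosine served as plate-quality control.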
GLS inhibitor – qHTS for Inhibitors of Glutaminase (GLS) | GLS enzymatic activity, qHTS titration | Potency, µM (top dose mostly 45.5 µM), without a hit: at the top dose activity change, negative = inhibition, most hits filed as inhibitors | actives 0.21% (n = 410,000); note: potency is the fitted concentration of half-maximal effect; % is set by controls: 0 for no effect and ±100 for the full control effect
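hKGA; 45 mM KH2PO4 pH 8.2 + 0.02% Tween-20; cpd via pin tool; 1 mM Gln soln; GluOx/HRP/Amplex Red; RT 30 min; fluor. t0 & final.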
PGK inhibitor – qHTS Assay to Find Inhibitors of Phosphoglycerate Kinase; Phosphoglycerate kinase, glycosomal (Trypanosoma brucei brucei), P07378; PGK/GAPDH coupled, Kinase-Glo luminescence, 60 min; Potency, µM (top dose mostly 57.5 µM), inactives show at the highest dose activity change, negative = inhibition, actives largely listed as inhibitors; actives 0.043% (n = 380,000); AID 602233, 2012; note: potency is the fitted concentration of half-maximal effect; % is set by controls: 0 for no effect and ±100 for the full control effect; nearly all actives have a fitted effect of over 60% in size
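Recombinant glycosomal PGK reaction used 1,3-bisphosphoglycerate generated in-well by GAPDH (100nM final) in 100mM TEA pH 7.6, 5mM MgCl2, 0.01% Tween-20. After 60 minutes at room temperature, ATP was read by Kinase-Glo Plus luminescence end-point.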
USP1-UAF1 inh – Inhibitors of USP1/UAF1: Primary Screen; Potency, µM (highest dose often 57.1 µM), for inactives: top-dose activity change, negative = inhibition, usual class: inhibitors; recombinant USP1/UAF1, Ub-Rhodamine cleavage fluorescence; actives 0.23% (n = 390,000); Ubiquitin carboxyl-terminal hydrolase 1 (Homo sapiens), O94782; AID 743255, 2014; note: potency is the fitted concentration of half-maximal effect; % is set by controls: 0 for no effect and ±100 for the full control effect; nearly all actives have a fitted effect of over 60% in size; inactives centre near -12
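USP1/UAF1 complex (1 nM) preincubated 15 min at room temperature with compound, then Ub-Rho substrate (150 nM final) added. Kinetic fluorescence at 480/540 nm over 6 reads at 60 s intervals; 50 mM HEPES pH 7.8, 0.5 mM EDTA, 0.1 mg/ml BSA, 1 mM TCEP, 0.01% Tween-20.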
HP1b binding inh – HTS for Inhibitors of HP1-beta Chromodomain Interactions with Methylated Histone Tails; AlphaScreen HP1-beta / biotin-H3K9me3 peptide binding; Potency, µM (titrated, usually from 114 µM), inactives show top-dose activity change, negative = inhibition, most hits filed as inhibitors; actives 0.56% (n = 390,000); AID 540317, 2011; note: potency is the fitted concentration of half-maximal effect; nearly all actives have a fitted effect of over 70% in size; inactives centre near 23
Target sequence (P83916 whole entry, looked up): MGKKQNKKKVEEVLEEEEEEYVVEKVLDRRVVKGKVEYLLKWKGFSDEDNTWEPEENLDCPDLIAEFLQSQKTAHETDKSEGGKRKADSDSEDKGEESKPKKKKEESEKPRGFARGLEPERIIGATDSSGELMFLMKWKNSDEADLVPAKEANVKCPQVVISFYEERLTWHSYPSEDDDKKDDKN
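HP1-beta protein (50 nM final) preincubated 30 min at room temperature with biotinylated H3(1-18)K9me3 peptide (50 nM) in PBS pH 7.4, 0.01% Tween-20, then compound added for 30 min. AlphaScreen streptavidin donor/nickel chelate acceptor beads (10 ug/mL final), 30 min dark, luminescence read.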
TrxR1 inh – qHTS Assay for Inhibitors of Mammalian Selenoprotein Thioredoxin Reductase 1 (TrxR1): qHTS; Thioredoxin reductase 1, cytoplasmic (Rattus norvegicus), O89049; recombinant rTrxR1, NADPH fluorescence consumption, selenite substrate; Potency, µM (doses to about 114 µM), without a hit: at the top dose activity change, negative = inhibition, usual class: inhibitors; actives 1% (n = 390,000); note: potency is the fitted concentration of half-maximal effect; % is set by controls: 0 for no effect and ±100 for the full control effect; nearly all actives have a fitted effect of over 65% in size
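Rat TrxR1 (90 nM in the dispensed reagent) was pre-reduced with 400 uM NADPH for 5 min at room temperature, then incubated with compound for 15 min. After 400 uM selenite was added, NADPH fluorescence (Ex 340/Em 450 nm) was followed for 8 min.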
The depositor's hits bear a star; i = inactive; ? = inconclusive; . = no result given; [ ] = dose if it differs, or a comment. Unless noted, calls come from the whole dose curve; as a rule, active = well fitted curve in the direction sought with a large enough effect; inconclusive = small, poorly fitted or top-dose-only effect, or another doubt; inactive = no such curve, though single readings can be large; an effect the other way counts as inactive or inconclusive. Not all compounds are listed; rates above refer to the full screens.

SMILES	IDH1 R132H inh	TrxR1 substrate	Pin1 inhibitor	PI4K2A inh	GLS inhibitor	PGK inhibitor	USP1-UAF1 inh	HP1b binding inh	TrxR1 inh
COc1ccc(-c2nnc(SCC(=O)Nc3cc(C)on3)n2C)cc1OC	0%	11%	-4%	3	-9%	i	-4%	50%[activator]	12%
CCOC(=O)C(C)N1c2cccc3cccc(c23)S1(=O)=O (configuration not stated)	1%	.	.	-3	-8%	-4%	-23%	.	.
Cc1cc(C)c(S(=O)(=O)Nn2cnnc2)c(C)c1	-5%	3%	0%	-2	9%	-1%	-13%	31%	12%
O=C(Nc1ccccc1C(=O)O)c1ccc(NC(=O)C2CCCCC2)cc1	11%	-5%	-4%	-3	-1%	-1%	-22%	36%	0%
O=c1nc(N2CCCC2)nc(N2CCCC2)[nH]1	3%	2%	-5%	4	0%	0%	-11%	25%	9%
COc1cc(OC)cc(C(=O)NCC(=O)OCC(=O)NC(C)(C)C)c1	0%	-1%	-3%	-2	3%	-6%	-2%	33%	-2%
Cc1ccc(C(=O)c2cc3ccccc3o2)cc1C	10%	7%[57.1 µM]	-4%	-6	0%	i	-29%	163%	12%[57.1 µM]
Cc1ccc(-c2nc(C)c(CCNC(=O)C(=O)Nc3cc(C)ccc3C)s2)cc1	-2%	0%[57.1 µM]	-6%	-4	6%	-7%	-23%	13%[57 µM]	12%[57.1 µM]
COc1cccc(C(=O)Nc2cccc(-c3cn4c(C)csc4n3)c2)c1OC	5%	4%[57.1 µM]	4%	-10	4%	-8%	-25%	0%[57 µM]	20%[57.1 µM]
O=C(CSc1ccsc1[N+](=O)[O-])N1CCN(c2ccc(Cl)cc2)CC1	1%	-2%	-5%	-8	-14%	-11%	-15%	-16%	?
CCOC(=O)C1CCCN(C(=O)Cn2nc(C)n3nc(-c4ccccc4)cc3c2=O)C1 (configuration not stated)	0%	-4%	4%	-6	-20%	-8%	-19%	61%[activator]	15%
FC(F)(F)c1nnc(-c2ccccc2)nc1Oc1ccc(Cl)cc1Cl	2%	10%[57.1 µM]	2%	0	2%	9%	-24%	70%[activator]	-16%
N#CC1(NC(=O)COc2ccccc2[N+](=O)[O-])CCCCC1	6%	-5%[57.1 µM]	-3%	-1	3%	8%	-16%	?	-5%
COc1ccc(C(=O)CSc2[nH]c(=O)cc(C(F)(F)F)c2C#N)cc1	-1%	-2%	-10%	4	-10%	-11%	-17%	42%[activator]	20%
CCCC(=O)N1CCCC(C(=O)c2cccc(OC(C)C)c2)C1 (configuration not stated)	0%	-1%	6%	2	-11%	i	-9%	38%	13%
C(=N\Nc1nncc2ccccc12)/c1ccccn1	-3%	-7%	?	-12	7%	-10%	-16%	11%	-1%
O=S(=O)(Nc1ccc2oc3c(c2c1)CCCC3)c1cc(Cl)ccc1Cl	0%	4%	38%[activator]	1	6%	7%	-17%	15%	13%
COc1cc2c(cc1OC)CN(C(=O)Cn1ccccc1=O)CC2	4%	3%	-5%	-2	2%	-4%	-28%	15%	-7%
CC(C)c1nc(NCC2CCCO2)c(C#N)c2c1COC(C)(C)C2 (configuration not stated)	4%	86%[activator]	3%	3	3%	-2%	-20%	59%	8%[57.1 µM]
C=CCNC(=O)c1onc(CSc2ccccc2F)c1C(=O)O	8%	6%	1%	3	5%	-4%	?	50%[activator]	20%
COC(=O)c1sccc1S(=O)(=O)N(CC(=O)NCc1ccccc1)c1ccc(C)c(C)c1	0%	3%[57.1 µM]	0%	1	2%	10%	0%	23%	11%[57.1 µM]
COc1ccc(OCCN2CCN(C(=O)c3ccc(OC)c(OC)c3)CC2)cc1	1%	-1%[57.1 µM]	-1%	7	-3%	-8%	-4%	-6%	5%[57.1 µM]
CC1SCC(=O)N(CC(=O)Nc2ccc3c(c2)OCO3)C1=O (configuration not stated)	6%	-1%	-3%	-2	0%	i	-16%	29%	16%
CC(C)c1cccc(C(C)C)c1OCCCCCN1CCOCC1	8%	7%	-4%	-14	0%	-10%	-24%	27%	26%
CCNC(=O)NC(=O)C(C)N1C(=O)NC(c2ccccc2)(c2ccccc2)C1=O (configuration not stated)	7%	8%	-10%	2	-19%	-9%	-22%	4%	26%
Cc1ccccc1NC(=O)CN1C(=O)S/C(=C\c2cccn2-c2cccc(C(=O)O)c2)C1=O	5%	-2%	.	-8	?	-28%	?	?	19%[57.1 µM]
Cn1cnnc1SCC(=O)Nc1ccc2nc(SCc3ccccc3)sc2c1	3%	3%[57.1 µM]	-2%	-2	1%	-9%	-4%	13%	11%[57.1 µM]
O=C(N/C(=C/c1ccc(Cl)cc1)C(=O)N1CCCCC1)c1ccco1	8%	-5%	2%	-9	-23%	i	-21%	19%	-16%
O=C(Nc1ccc(OC(F)(F)F)cc1)c1cc(S(=O)(=O)N2CCCCC2)ccc1N1CCOCC1	-3%	.	.	-1	-4%	i	?	.	.
Cc1ccc(Nc2nc(NCC3CCCO3)nc(N)c2[N+](=O)[O-])cc1C (configuration not stated)	4%	-12%	7%	0	-1%	-6%	-9%	73%	2%
CC(=O)Nc1ccc(S(=O)(=O)N(C)CC(=O)OCC(=O)Nc2cccnc2Cl)cc1	-1%	-13%	-1%	5	5%	-2%	3%	9%	-17%
O=C(NC1C2CC3CC(C2)CC1C3)c1ccc(Br)o1 (configuration not stated)	7%	2%	-11%	1	0%	1%	-2%	-1%	14%
O=C(Nc1cccc2ncccc12)c1ccccc1[N+](=O)[O-]	6%	3%	1%	-2	0%	i	-16%	34%	15%
CCCCc1ccc(NC(=S)N2CCCC2)cc1	-8%	1%	-5%	-3	16%	-8%	-24%	39%[activator]	8%
Cc1nc(=O)c(-c2ccccc2)c(C)n1-c1ccc(S(N)(=O)=O)cc1	0%	11%[57.1 µM]	-6%	2	1%	6%	-6%	19%	16%[57.1 µM]
Cc1noc(NC(=O)c2cccc(C(F)(F)F)c2)c1Cl	6%	-5%[57.1 µM]	2%	-8	4%	-10%	-6%	32%	-9%[57.1 µM]
CN1CCN(c2ccc(Cl)cc2NC(=O)c2ccc([N+](=O)[O-])cc2)CC1	-5%	-12%	4%	4	0%	-6%	-5%	14%	-12%
COc1cc(NC(=O)CCCNC(=O)Cn2cnc3sc4c(c3c2=O)CCCC4)cc(OC)c1OC	-9%	-1%[57.1 µM]	8%	4	0%	1%	2%	47%[activator]	2%[57.1 µM]
CN(CCCN(Cc1ccc(Cl)cc1)c1ccc(Br)cn1)C(=S)NCCCc1cnc[nH]1	.	-5%	?	.	.	.	.	?	1%
O=C(O)c1c(C(=O)O)c(-c2ccc(Cl)c(Cl)c2)n2c1CSC2	-1%	-4%	?	0	34%[activator]	-7%	-27%	2%	-9%
CCC1(c2ccc(F)cc2)NC(=O)N(CC(=O)Nc2cccnc2Cl)C1=O (configuration not stated)	-5%	5%[57.1 µM]	-7%	1	-7%	-2%	-19%	50%[activator]	13%[57.1 µM]
CN(C)CCNC(=O)c1onc(CSc2ccncc2)c1C(=O)NCCN(C)C	-5%	7%[57.1 µM]	-9%	-1	9%	-4%	-26%	38%	24%[57.1 µM]
Cc1ccc(C(=O)N(NC2=NS(=O)(=O)c3ccccc32)S(=O)(=O)c2ccc(C)cc2)cc1	8%	13%[57.1 µM]	-9%	-8	13%	-2%	-9%	6%	25%[57.1 µM]
Cc1ccc(S(=O)(=O)N(C)c2cc(S(=O)(=O)N3CCC(C)CC3)c(C)cc2C)cc1	1%	-5%	0%	4	0%	-1%	-15%	44%[activator]	21%[57.1 µM]
CCOC(=O)c1c(NC(=O)CN2C(=O)NC3(CCCCC3)C2=O)sc(C)c1-c1ccc(C)cc1	-3%	-3%	12%	1	2%	-2%	-10%	13%	16%
O=C(CCNC(=O)N1CC(=O)Nc2ccccc21)Nc1cccc(Cl)c1	0%	3%	-1%	-2	-2%	2%	-24%	-10%	23%
Cc1ccc(C(=O)NCCNS(=O)(=O)c2ccccc2)cn1	-4%	2%	?	-3	3%	-2%	-9%	-14%	6%
CN(C)c1ccnc(Oc2ccccc2)c1C#N	4%	2%	-1%	8	2%	i	-3%	46%[activator]	?
CCOC(=O)c1c(-c2ccccc2)oc2ccc(OCC(=O)NNC(=O)CCCC(=O)O)cc12	3%	292%[activator]	4%	1	-3%	-10%	-20%	23%	25%
